High-throughput results (PubChem BioAssay)
BAP1 inh = human BAP1 deubiquitinase inhibition; recombinant BAP1, Ub-AMC hydrolysis fluorescence kinetic; hits give low values; Q92560; activity remaining (% of control), % at 20 µM; 72,000 tested, 0.48% active;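 active = activity remaining at or below 50% of control, provided the compound also passes the data quality filters; inactive = the rest, including low values that fail the filters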;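 also: 100% = DMSO wells rate and 0% = substrate alone blank rate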
Target sequence (Q92560 whole entry, looked up): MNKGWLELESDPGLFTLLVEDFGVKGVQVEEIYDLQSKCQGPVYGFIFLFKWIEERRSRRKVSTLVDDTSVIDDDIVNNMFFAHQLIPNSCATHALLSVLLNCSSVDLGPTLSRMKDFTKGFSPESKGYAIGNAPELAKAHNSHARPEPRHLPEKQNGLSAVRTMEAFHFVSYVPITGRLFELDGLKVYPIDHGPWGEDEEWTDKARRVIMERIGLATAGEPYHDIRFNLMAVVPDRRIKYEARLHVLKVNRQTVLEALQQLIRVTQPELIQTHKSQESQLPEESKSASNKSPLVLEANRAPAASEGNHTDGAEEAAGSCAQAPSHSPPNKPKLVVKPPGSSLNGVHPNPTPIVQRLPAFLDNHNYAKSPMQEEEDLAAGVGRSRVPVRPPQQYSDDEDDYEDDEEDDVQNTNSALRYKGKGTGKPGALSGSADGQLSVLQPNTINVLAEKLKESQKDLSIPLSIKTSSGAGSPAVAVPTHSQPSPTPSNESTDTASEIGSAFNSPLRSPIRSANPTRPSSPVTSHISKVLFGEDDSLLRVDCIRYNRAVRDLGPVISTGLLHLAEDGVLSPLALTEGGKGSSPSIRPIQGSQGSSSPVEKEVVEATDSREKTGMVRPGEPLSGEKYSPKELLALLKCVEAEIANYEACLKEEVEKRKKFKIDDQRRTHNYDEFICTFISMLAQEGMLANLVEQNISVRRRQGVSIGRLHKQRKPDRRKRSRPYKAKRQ
HePTP inhibitor = blocks human HePTP tyrosine phosphatase. P35236. recombinant HePTP phosphatase activity, OD absorbance. inhibition, % at 20 µM. 110,000 tested, 0.64% active. AID 521; in the data active = inhibition above about 50%;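 also: plate controls were vehicle for no effect and reference inhibitor for full effect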
Target sequence (P35236 whole entry, looked up): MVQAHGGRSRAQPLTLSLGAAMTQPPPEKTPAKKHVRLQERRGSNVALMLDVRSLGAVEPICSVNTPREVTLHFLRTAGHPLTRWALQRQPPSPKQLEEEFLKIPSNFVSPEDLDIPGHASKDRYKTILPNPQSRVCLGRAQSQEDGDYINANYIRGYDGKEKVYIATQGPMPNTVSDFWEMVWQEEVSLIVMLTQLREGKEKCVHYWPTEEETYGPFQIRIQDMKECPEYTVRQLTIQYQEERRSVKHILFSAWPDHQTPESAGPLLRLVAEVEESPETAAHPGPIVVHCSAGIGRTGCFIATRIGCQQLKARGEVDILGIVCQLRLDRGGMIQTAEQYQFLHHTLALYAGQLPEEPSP
* marks the source's active call; other numbers are inactive results; x = no result given; & = joins results of further samples. Rows are unselected; 0.83% or so of the library scored in one or more.

BAP1 inh | HePTP inhibitor | compound
x | 7 | Cn1c(/C=C/c2ccc([N+](=O)[O-])cc2)nc2ccccc2c1=O
x | -1 | Cc1sc2nc(SCC(=O)N3CCN(CCO)CC3)[nH]c(=O)c2c1C
x | -5 | NC(=O)c1ccc(NC(=O)c2cc(-c3ccc(Cl)c(Cl)c3)nc3ccccc23)cc1
90 | -9 | O=S(=O)(NCc1cccs1)c1cccc(S(=O)(=O)N2CCCCC2)c1
x | 4 | C=CCN1C(=O)/C(=C\c2ccc(OCc3ccccc3)cc2)SC1=S
98 | 6 | O=C(O)CCc1nc(-c2ccc(Cl)cc2)no1
76 | -13 | COc1cccc(NS(=O)(=O)c2ccc3[nH]cc(C(=O)NCCN4CCOCC4)c(=O)c3c2)c1
x | 7 | c1ccc(OCc2nn3c(-c4ccccn4)nnc3s2)cc1
124 | x | c1ccc(-c2csc3nnc(SCc4ccc5c(c4)OCCO5)n23)cc1
x | -2 | Brc1ccc(-c2nnc(SCCC3OCCCO3)o2)cc1
121 | x | CCc1ccc(CNc2ccc(N3CCN(C(C)=O)CC3)cc2)cc1
91 | 9 | COc1ccc(-c2cc(CCCC(=O)NCc3ccccn3)no2)cc1
x | 0 | O=c1c2c3c(sc2[nH]c(=S)n1-c1ccccc1)-c1ccccc1CC3
90 | -5 | CC(C)(C)NC(=O)C(c1ccccc1)N(Cc1ccco1)C(=O)c1csnn1 (centres undefined)
x | -4 | Cc1ccc(C(=O)N(Cc2ccccc2)c2ccccc2)cc1

A different layout for some results above:
Brc1ccc(-c2nnc(SCCC3OCCCO3)o2)cc1
  BAP1 inh: x
  HePTP inhibitor: -2
c1ccc(OCc2nn3c(-c4ccccn4)nnc3s2)cc1
  BAP1 inh: x
  HePTP inhibitor: 7

(next part)
BAP1 inh | HePTP inhibitor | compound
x | 7 | O=C1NC(=S)SC1=C1CCCCC1
88 | x | N[C@@H](Cc1cnc[nH]1)C(=O)O
89 | 12 | O=C(Nc1ccc2c(c1)OCCO2)C1CCN(c2cnccn2)CC1
86 | x | COC(=O)c1ccc(-c2nc(-c3ccc(Br)o3)no2)cc1
97 | 9 | CCOc1cc2nc(-c3ccc(OC)c(OC)c3)nc(N3CCOCC3)c2cc1OC
107 | 9 | Cc1ccc(CNC(=O)C2CCN(S(=O)(=O)c3cccs3)CC2)o1
x | -26 | COc1cccc(-c2nnc(-c3ccc(OC)c(OC)c3)o2)c1
x | -2 | O=C(/C=C/c1ccccc1OCc1ccccc1)c1ccc(Cl)cc1
91 | 6 | CCCCN(CC)C(=O)CN(C)S(=O)(=O)c1cccc2nsnc12
99 | 6 | CC(=O)N1CCc2cc(S(=O)(=O)NC(CC(C)C)C(=O)N3CCn4c3nc3ccccc34)ccc21 (centres undefined)
99 | 0 | COc1cc(C)c(S(=O)(=O)Nc2ccc(CC(=O)O)cc2)cc1C
x | -5 | CC1CN(c2oc(-c3ccccc3Cl)nc2C#N)CC(C)O1 (centres undefined)
x | 6 | O=C1c2c(Cl)ccc(Cl)c2C(=O)N1c1ccccc1O
95 | 5 | CCC(=O)N1CCc2cc(S(=O)(=O)NCCCN(CC)Cc3ccccc3)ccc21
x | -4 | O=C(O)CNC(=O)c1ccccc1Cl

As entered above.
`N[C@@H](Cc1cnc[nH]1)C(=O)O` in BAP1 inh: 88
`CCC(=O)N1CCc2cc(S(=O)(=O)NCCCN(CC)Cc3ccccc3)ccc21` in HePTP inhibitor: 5
`O=C1c2c(Cl)ccc(Cl)c2C(=O)N1c1ccccc1O` in HePTP inhibitor: 6
`CC1CN(c2oc(-c3ccccc3Cl)nc2C#N)CC(C)O1` (centres undefined) in HePTP inhibitor: -5
`O=C1NC(=S)SC1=C1CCCCC1` in HePTP inhibitor: 7
`O=C(Nc1ccc2c(c1)OCCO2)C1CCN(c2cnccn2)CC1` in HePTP inhibitor: 12

More entries
BAP1 inh | HePTP inhibitor | compound
99 | 0 | COc1ccc(-c2c3c(=O)n(C)c(=O)n(C)c3cn2Cc2cccnc2)cc1
x | -13 | O=C(NCc1ccccn1)C(=O)Nc1ccc([N+](=O)[O-])cc1
97 | -1 | O=C(O)CC(c1ccccc1)c1ccccc1
x | 13 | Cc1nc(C=C2C(=O)C=Cc3ccccc32)c(O)o1
141 | x | COc1cc(NC(=O)COc2ccccc2)c(OC)cc1Cl
95 | x | CC(Cl)=CCn1c(SCc2ccccc2)nc2c1c(=O)[nH]c(=O)n2C
x | -4 | CCOC(=O)c1sc(NC(=O)c2ccc(CC)s2)nc1C
x | 2 | CC(Oc1ccc(Cl)cc1Cl)C(=O)N1CCN(c2ccc(Cl)cc2)CC1 (centres undefined)
100 | 4 | O=C(Cn1cc2c(n1)CCCCC2)NCc1ccccc1
109 | 10 | Cc1oc(-c2ccc(Cl)cc2)nc1CSCC(=O)NCCCN1CCOCC1
x | 0 | CCOC(=O)c1ccc(NS(=O)(=O)c2c(C)cc(C)cc2C)cc1
x | -12 | O=C(NCc1cccnc1)c1cnn2c(C(F)(F)F)cc(-c3ccc4c(c3)OCO4)nc12
106 | 8 | CCS(=O)(=O)N1CCCC(C(=O)NCc2ccc3c(c2)OCO3)C1 (centres undefined)
x | 1 | CCOC(=O)CCCSc1nc2sc3c(c2c(=O)[nH]1)CCCC3
71 | -11 | COc1cc(C(=O)O)nc2ccccc12
x | 9 | CCC(=O)NC(c1ccccc1)c1nc2ccccc2[nH]1 (centres undefined)
91 | x | O=C1c2ccccc2C(=O)c2c(NC(=O)c3cc(-c4ccccc4)nc4ccccc34)cccc21
x | -7 | COc1ccc(C(=O)N/C(=C/c2cccs2)C(=O)NCCN2CCOCC2)cc1
98 | -3 | Cn1c(=O)oc2cc(S(=O)(=O)NCCC(=O)N3CC=C(c4ccccc4)CC3)ccc21
x | 8 | Cc1ccc(N(CCCCN2C(=O)c3ccccc3C2=O)C(=O)c2cccc(C(F)(F)F)c2)cc1
58 | 6 | COc1ccc(C(=S)N2CCN(c3cccc(Cl)c3)CC2)cc1
x | 2 | COc1ccc(/C(C)=N/NC(=O)COc2ccc(Cl)cc2Cl)cc1OC
102 | -2 | COc1ccc2oc(C)c(C(N)=O)c2c1
x | -4 | CCn1c2ccccc2c2cc(CN3CCN(Cc4ccc(OC)c(Br)c4)CC3)ccc21
99 | -2 | CCOC(=O)C1=C(N)N2C(=O)C(C)SC2=C(C(=O)OC)C1c1ccccc1OC (centres undefined)
79 | 3 | CCOC(=O)C1=C(CN2CCN(c3ccc(F)cc3)CC2)NC(=O)NC1c1cccs1 (centres undefined)
x | -11 | O=C(Nc1cc(C(F)(F)F)ccc1Cl)c1nc2nc(-c3ccccc3)cc(C(F)(F)F)n2n1
89 | 2 | O=C(O)C1CCCCC1C(=O)Nc1ccc2c(c1)OCCO2 (centres undefined)
x | -3 | COCCNC(=O)/C(=C/c1ccc(C(C)C)cc1)NC(=O)c1ccccc1
x | -8 | Cc1cc2c(C)nc(-c3ccccc3)nc2o1
x | 6 | O=C(Nc1ccc2oc(-c3ccc(F)cc3)nc2c1)c1ccccc1I
167 | 1 | OCCCCNc1cccc2ccccc12
x | 1 | Cc1ccc(-n2nc3cc(C)c(NC(=O)c4cc([N+](=O)[O-])ccc4Br)cc3n2)cc1
63 | 9 | CCOC(=O)Cn1c(=O)c2c(nc3n2CCCCN3c2ccc(C)cc2)n(C)c1=O
60 | 3 | Cc1noc(/C=C/c2ccco2)c1S(=O)(=O)N1CCC(C(=O)NCc2ccco2)CC1
x | -12 | Cc1ccc(C2=NN(C(=N)SC3CC(=O)N(c4ccc(F)cc4)C3=O)C(c3ccc(Br)cc3)C2)cc1 (centres undefined)
101 | 5 | CCCCn1c(CCNC(=O)CC)nc2ccccc21
87 | -4 | COC(=O)CCc1c(C)c(C#N)c2nc3ccccc3n2c1N1CCCC1
135 | 9 | CCC(CC)C(=O)Nc1cc(C(=O)OC)cc(C(=O)OC)c1
x | 2 | Brc1ccccc1-c1nc(-c2cccnc2)no1
x | 2 | Cc1ccc(-n2cnc(N)c2C(=O)c2ccc([N+](=O)[O-])cc2)cc1
90 | 2 | CCC1(C)Cc2c(sc3c2c(=O)n(C)c2nnc(SCCc4ccccc4)n32)CO1 (centres undefined)
x | -2 | COc1ccc(CCNC(=O)CC2Nc3ccccc3NC2=O)cc1 (centres undefined)
x | 11 | Cc1cc(C(=O)NCCCn2ccnc2)ccc1[N+](=O)[O-]
x | -24 | COc1ccc(C2CC(=O)C3=C(C2)Nc2ccccc2NC3c2ccc(OCc3ccccc3)c(OC)c2)cc1 (centres undefined)
x | 0 | O=C(CC(c1ccccc1)c1ccccc1)N1CCN(c2ccc([N+](=O)[O-])cc2)CC1
x | -8 | CCOC(=O)c1ccc(N=CC2=C(O)CC(c3ccccc3)CC2=O)cc1 (centres undefined)
x | -14 | COc1ccc(CN2CCN(C(=O)c3cc(OC)c(OC)c(OC)c3)CC2)cc1OC
101 | 6 | O=c1cc(CSc2nnc(COc3ccccc3Cl)o2)nc2sccn12
x | 12 | O=C(NCc1ccccn1)C(=O)N/N=C/c1ccccc1C(F)(F)F
54 | 2 | CCOC(=O)C1=C(C)N(C)C(=O)NC1c1ccc(C)s1 (centres undefined)
x | 3 | O=C(NNC(=O)c1ccc(Oc2ccc(C(=O)NNC(=O)c3ccncc3)cc2)cc1)c1ccncc1
x | 9 | CCCNC(=O)c1c(NC(=O)c2ccccc2Cl)sc2c1CCC(C)C2 (centres undefined)
x | 2 | S=c1[nH]nc(-c2cccnc2)n1-c1ccccc1
97 | 5 | COc1ccccc1C(=O)N(CN1CCCC1=O)c1cccc(Cl)c1
x | -8 | C=CCn1c(=S)[nH]c2scc(-c3ccc(C)cc3)c2c1=O
x | -10 | COc1cc(NC(=O)c2ccc(-c3ccccc3[N+](=O)[O-])o2)ccc1NC(=O)c1ccco1
72 | -1 | CCn1c(C(=O)N2CCC(Cc3ccccc3)CC2)cc2sccc21
75 | -6 | COc1ccc(NC(=O)CN2c3cccc4cccc(c34)S2(=O)=O)cc1
x | 10 | COc1ccc(CC(=O)Nc2ccc(NC(=O)c3ccc(Br)cc3)cc2)cc1OC

Looked up by compound from the list above:
BAP1 inh | HePTP inhibitor | compound
x | 12 | O=C(NCc1ccccn1)C(=O)N/N=C/c1ccccc1C(F)(F)F
x | 7 | Cn1c(/C=C/c2ccc([N+](=O)[O-])cc2)nc2ccccc2c1=O
88 | x | N[C@@H](Cc1cnc[nH]1)C(=O)O

Going on with the list:
BAP1 inh | HePTP inhibitor | compound
91 | 0 | Cc1nnc(Sc2nc3c(c(=O)[nH]c(=O)n3C)n2CCc2ccccc2)s1
x | -3 | O=C(/C=C/c1ccco1)N1CCC(CN2C(=O)c3cccc4cccc(c34)C2=O)CC1
x | -11 | COc1cc(C(=O)NN2C(=O)/C(=C/c3ccc(N(C)C)cc3)SC2=S)ccc1O
x | -3 | COCCOC(=O)c1c(C)oc2ccc(NS(=O)(=O)c3cc(Cl)ccc3Cl)cc12
x | -3 | CCOC(=O)c1ccc(NC(=O)c2ccc(OCC(C)C)cc2)cc1
x | 4 | CCOC(=O)C(=CNc1ncccc1C)C(=O)OCC
114 | 2 | O=C(c1c(F)c(F)c(F)c(F)c1F)N1CCN(c2cccc(C(F)(F)F)c2)CC1
97 | 5 | COc1ccc(N2CCN(c3oc(-c4ccccc4OC)nc3C#N)CC2)cc1
94 | 8 | O=C(Nc1ccc(F)cc1)N1CCC(c2nc3c(nnn3Cc3cccc(Cl)c3)c(=O)[nH]2)CC1
x | -10 | COc1ccc(/C=N/N2C(=O)c3ccccc3NC2c2ccc(OC)cc2)cc1 (centres undefined)
109 | 4 | O=C(NCc1ccco1)C1CCC(N2C(=O)c3ccccc3C2=O)CC1 (centres undefined)
x | 1 | CC1=C(C(=O)Nc2ccccc2C)C(c2ccc(F)cc2)NC(=S)N1 (centres undefined)
79 | 2 | Cc1nc2c(C(=O)NCCc3ccccc3)c[nH]n2c(=O)c1Cl
68 | -10 | CC(=O)NS(=O)(=O)c1ccc(NS(=O)(=O)c2ccc(F)cc2)cc1
103 | 19 | CCOC(=O)N1CCN(C(=O)CN(c2ccc(C)cc2)S(=O)(=O)c2c(C)noc2C)CC1
116 | -4 | COc1ccc(NC(=O)C(c2ccc(OC)cc2)N(C)C(=O)CNC(C)=O)cc1 (centres undefined)
x | 7 | Cc1cccc(C(=O)NNC(=O)COc2cccc3ccccc23)c1O
80 | -7 | O=S(=O)(NCc1csc(-c2ccccc2)n1)c1ccc(Cl)s1
110 | 4 | CCOC(=O)CSc1nnc(CNC(=O)c2cccs2)n1-c1cccc(C)c1
94 | x | COC(=O)Cn1c(CN2CCC(Cc3ccccc3)CC2)nc2c1c(=O)n(C)c(=O)n2C
x | -15 | CCOc1cc(C2Nc3ccccc3NC3=C2C(=O)CC(c2ccc(OC)cc2)C3)ccc1OC(=O)C1CC1 (centres undefined)
88 | -3 | CC1(C)CC(CCNC(=O)c2ccc(-n3cnnn3)cc2)CC(C)(C)N1
98 | 4 | O=C(O)Cn1cc2c(n1)CCCC2
57 | x | CCNc1ccc(C(F)(F)F)c([N+](=O)[O-])c1
x | 7 | Cc1ccc(C(=O)N2CCN(c3ccc([N+](=O)[O-])cc3)CC2)o1
x | -21 | CCOc1ccc(C(=O)N2CCN(c3ccccc3)CC2)cc1
98 | 8 | CC(=O)NCCn1c(SCc2ccccc2F)nc2ccccc2c1=O
93 | -1 | COc1ccc(NC(=O)C2CCCN(S(=O)(=O)c3cccc4cccnc34)C2)cc1 (centres undefined)
97 | 3 | NC(=O)CCCCC(=O)OCCCc1cccs1
103 | -14 | CC12CCCCC1c1ccccc1C(=NCC(=O)O)N2 (centres undefined)
82 | 1 | Cn1cccc1Cc1nnc(SCC(=O)Nc2ccc3c(c2)OCCO3)n1CCc1ccccc1
x | -1 | O=C1c2ccccc2C(=O)N1CSc1nnnn1-c1ccccc1
x | 0 | Cc1cc(C)c(NS(=O)(=O)c2cccc([N+](=O)[O-])c2)c(C)c1
x | -6 | CCCCNC(=O)CSc1nc2ccc(N3CCOCC3)cc2c(=O)n1CCc1ccccc1
69 | 5&0 | Cc1ccc(Br)cc1S(=O)(=O)N1CCN(c2ccccc2)CC1
93 | 11 | O=C(NCCc1ccccc1)c1cccnc1N1CCCCCC1
x | 6 | CC(C)COC(=O)c1ccc(NC(=O)c2cccs2)cc1
